# aGlu spleen mod – lysosomal alpha-glucosidase (human) modulation | P10253 | human spleen homogenate, 4-MU-alpha-glucoside fluorescence | Potency, µM (series often up to 79.9 µM), inactives show top-dose activity change, negative = inhibition, usual class: inhibitors | 240,000 tested, 0.006% active | AID 2112;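 note: potency is the fitted concentration of half-maximal effect; 0% = enzyme with vehicle and -100% = no enzyme basal signal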
#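 Compounds were titrated against alpha-glucosidase in spleen homogenate at pH 5.0, with 1 mM 4-methylumbelliferyl substrate for 40 min at 37 C. Reactions were quenched with pH 10 NaOH/glycine and fluorescence measured.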
# CBFb-RUNX1 inh – blocks binding between human CBF-beta and RUNX1. AID 1477. Potency, µM (doses to about 59.8 µM), for the others: at the top dose activity, negative = inhibition, most hits filed as inhibitors. 230,000 tested, under 10 active. Q01196+Q13951. AlphaScreen CBFb-His/RUNX1-biotin binding, biochemical; note: % of control where 0% means no effect
# Target sequence (Q01196 whole entry, looked up): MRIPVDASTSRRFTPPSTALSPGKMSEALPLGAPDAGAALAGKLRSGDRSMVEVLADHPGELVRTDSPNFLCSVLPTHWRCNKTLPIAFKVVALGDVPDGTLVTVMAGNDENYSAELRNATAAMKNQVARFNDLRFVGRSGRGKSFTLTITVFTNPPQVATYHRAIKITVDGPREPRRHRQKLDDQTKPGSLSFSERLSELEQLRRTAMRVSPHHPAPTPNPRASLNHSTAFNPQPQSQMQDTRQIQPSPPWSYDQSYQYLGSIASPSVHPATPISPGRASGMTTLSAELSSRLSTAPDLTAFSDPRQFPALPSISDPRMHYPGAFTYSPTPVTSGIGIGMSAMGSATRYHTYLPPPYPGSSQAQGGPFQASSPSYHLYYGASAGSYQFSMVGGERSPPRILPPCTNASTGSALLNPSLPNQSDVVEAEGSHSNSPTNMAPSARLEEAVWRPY
# Target sequence (Q13951 whole entry, looked up): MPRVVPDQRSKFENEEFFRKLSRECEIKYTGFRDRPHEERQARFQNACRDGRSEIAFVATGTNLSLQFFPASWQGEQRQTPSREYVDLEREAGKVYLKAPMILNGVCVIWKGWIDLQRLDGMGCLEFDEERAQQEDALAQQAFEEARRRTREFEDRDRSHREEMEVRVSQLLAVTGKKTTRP
#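 Read-out: AlphaScreen. Format: His-CBF-beta with biotinylated RUNX1 (30 nM each) preincubated 20 min, compound 15 min, Ni-chelate plus streptavidin beads 90 min; room temperature throughout.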
# GAA glycogen mod – GAA glycogen-cleavage inhibition or activation; P10253; recombinant GAA, glycogen substrate, Amplex Red glucose oxidase fluorescence; 300,000 tested, 0.38% active; AID 2100; Potency, µM (top dose mostly 76.4 µM), inactives show at the top dose activity change, negative = inhibition, hits mostly inhibitors;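 note: potency is the fitted concentration of half-maximal effect; 0% = full enzyme reaction and -100% = no-enzyme basal signal; the screen sought inhibitors and activators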
#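 qHTS, 1536-well; enzyme 4 nM final; cpd up to 77 uM; substrate bovine liver glycogen 30 ug; 50 mM citrate/phosphate pH 5.0, 0.01% Tween-20; 37 C, 40 min; Amplex Red detection 45 min RT; Hill fit → AC50.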
# LMNA splice mod – modulators of lamin A splicing; HeLa LMNA splicing GFP/RFP minigene ratio, 48 h; Potency, µM (titrated, usually from 46.1 µM), without a hit: top-dose ratio change, negative = inhibition, most hits filed as inhibitors; 200,000 tested, 0.01% active; AID 1487; active = well fitted inhibition curve with a large enough effect in the signal ratio, with a control signal flat, not every such curve was filed as active; inconclusive = small, poorly fitted or top-dose-only effect, or effect the other way, or a change in a side signal; the % refers to the signal ratio; note: potency is the fitted concentration of half-maximal effect; % is set by controls: 0 for no effect and ±100 for the full control effect
#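 Read-out is the ratio of GFP to DsRed2 object intensity, acquired by 488 nm laser-scanning cytometry on HeLa lamin A-EGFP minigene reporter cells. Compound incubation 48 hrs at 37 °C in Opti-MEM with 2% FBS; DMSO 0.5% final.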
# GAA inhib – blocks human lysosomal alpha-glucosidase; purified human GAA, 4-MU-alpha-glucoside fluorescence; 200,000 tested, 0.005% active; P10253; Potency, µM (doses to about 76.9 µM), for the others: at the top dose activity change, negative = inhibition, usual class: inhibitors;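 note: potency is the fitted concentration of half-maximal effect; plate controls were uninhibited enzyme wells for no effect and no-enzyme background for full effect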
#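 Endpoint fluorogenic read: 20 min room-temperature reaction of 4 nM human alpha-glucosidase with 400 uM 4-methylumbelliferyl-alpha-D-pyranoside, pH 5.0, quenched with 1M NaOH/1M glycine pH 10. AC50 from Hill modeling.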
# HTT ATP protect – Huntington cell model cytoprotection by ATP luminescence | Potency, µM (top dose mostly 56.4 µM), for the others: cytoprotection (ATP increase), usual class: activators | AID 1471 | PC12 HTT-Q103 induced, cytoprotection, ATP luminescence, 40 h | 230,000 tested, 0.14% active;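 note: potency is the fitted concentration of half-maximal effect; % of control where 0% means no effect; nearly all actives have a fitted effect of over 45% in size; toxic huntingtin expression switched on by the ecdysone agonist tebufenozide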
#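 PC12 cells with ecdysone-inducible HTT exon 1 Q103-GFP, induced with 100 nM tebufenozide and co-treated with library compounds in a dose series (1536-well, 1500 cells/well). Cytoprotection read as ATP content by ATPlite luminescence.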
# HTT aggregate – mutant huntingtin aggregation inhibition | PC12 HttQ103-GFP aggregates, Acumen cytometry, 40 h | Potency, µM (series often up to 46.1 µM), inactives show at the top dose activity change, negative = inhibition, most hits filed as inhibitors | 220,000 tested, 1.1% active; note: potency is the fitted concentration of half-maximal effect; % is set by controls: 0 for no effect and ±100 for the full control effect; nearly all actives have a fitted effect of over 60% in size
#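 Quantitative HTS on tebufenozide-induced (100 nM) PC12 cells stably expressing polyQ103 Huntingtin exon 1–GFP. Reduction of bright GFP aggregates, detected by laser scanning cytometry after lysis, identified actives across the titration.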
# * = called active by the depositor; ? = inconclusive; . = not tested or not shown; & = joins results of further samples; [ ] = dose if it differs, or a comment. Unless noted, calls come from the whole dose curve; as a rule, active = well fitted curve in the direction sought with a large enough effect; inconclusive = small, poorly fitted or top-dose-only effect, or another doubt; inactive = no such curve, though single readings can be large; an effect the other way counts as inactive or inconclusive.
SMILES,aGlu spleen mod,CBFb-RUNX1 inh,GAA glycogen mod,LMNA splice mod,GAA inhib,HTT ATP protect,HTT aggregate
Cc1ccc(C(=O)NNC(=O)c2cc3cc4ccccc4nc3s2)cc1,1.4%,?,7.0%,?,-1.9%,-53.3%[inhibitor],10.6%
COC(=O)C1C2C=CC3(CN(CCc4ccccc4)C(=O)C13)O2 (stereo not drawn),-9.0%,1.1%,0.1%,-2.2%,-0.5%,-1.0%[10 µM],-13.2%
CC(C)C(NC(=O)c1cccs1)C(=O)NC1=NCCS1 (stereo not drawn),-8.5%,2.3%,-0.9%,-4.7%,-0.8%,-1.5%,18.6%
NC(=O)c1nn(-c2ccc(Oc3ccccc3)cc2)c(=O)cc1O,-30.3%,8.7%,4.8%,.,-9.6%,-1.1%,2.7%
COC(=O)c1ccc(NC(=O)C2CC(=O)N(c3ccc(C)cc3)C2)cc1 (stereo not drawn),-1.9%,10.7%,-1.8%,-6.0%,0.4%,6.0%[1.9 µM],15.1%
COc1ccc(C(C#N)c2ccc(Cl)nn2)cc1 (stereo not drawn),-3.5%,-6.3%,?,?,2.3%,-16.5%[10 µM],4.3%
COc1ccc(-c2cc(C3CCN(Cc4ccc([N+](=O)[O-])cc4)CC3)[nH]n2)cc1,2.3%,-9.6%,-11.5%,-27.8%[46 µM],-15.6%,-51.4%[inhibitor],?
CCN(CCNC(=O)C1CCN(c2nnc(-n3cccc3)s2)CC1)c1ccccc1,-6.5%,4.1%,-11.6%,-7.6%,3.6%,-1.4%,-3.4%
COC(=O)Cn1c(CN2CCN(c3ccc(F)cc3)CC2)nc2c1c(=O)n(C)c(=O)n2C,7.8%,-2.5%,-4.5%,?,3.3%[15.4 µM],-8.2%,?
CCCN(CCC)C(=O)/C=C/c1cccc([N+](=O)[O-])c1,-2.3%,10.3%,-3.1%,.,.,-3.8%[10 µM],-8.0%[9.22 µM]
Cc1ccc(S(=O)(=O)N2CCN(C(=O)CSC3CCCC3)CC2)c(C)c1,-12.4%,6.9%,-7.2%,?,-9.2%,30.0%[10 µM],-7.8%
O=c1[nH]ccc2c(O)cccc12,-5.8%,-16.6%,.,?,.,-14.2%[1.9 µM],.
O=C(NCc1ccccc1)C(c1ccccc1)N(Cc1ccc2c(c1)OCO2)C(=O)Cc1cccs1 (stereo not drawn),-5.3%,2.1%,8.4%,-13.7%,8.5%,-39.5%[10 µM],-9.2%
Cc1nn(-c2ccc(Cl)c(Cl)c2)c(C)c1C(=O)O,2.7%,10.4%,3.6%,5.4%[46 µM],-5.9%,-14.2%,0.0%
O=C(C1=C[C@@H](c2ccc(Br)cc2)C[C@@H](OCc2ccc(CO)cc2)O1)N1CCN(Cc2ccc3c(c2)OCO3)CC1,0.6%,-27.6%,-4.0%,.,.,-0.7%[10 µM],1.8%[9.22 µM]
CC(=O)OC[C@@H]1O[C@@H](O/N=C2/C[C@@H](O)[C@@H](O)[C@@H]3[C@H]4C(=O)N(c5ccc(F)cc5F)C(=O)[C@@H]4CC[C@H]23)[C@H](OC(C)=O)[C@H](OC(C)=O)[C@@H]1OC(C)=O,2.3%[17.4 µM],14.8%[13.1 µM],.,.,.,4.6%[10 µM],.
O=c1cc(-c2ccc(Br)cc2)[nH][nH]1,-3.7%,-6.0%,?,-9.1%[46 µM],5.7%,-6.3%,-4.8%
O=c1[nH]c2ccccc2nc1Cc1ccccc1,6.8%,0.9%,-3.0%,24.0%,?,-5.5%,?
O=C(O)c1csc(Cc2ccccc2)n1,2.5%,-4.4%,-9.0%,.,-1.0%,-35.9%[inhibitor],-12.7%
CCOC(=O)CSc1cc(C(F)(F)F)nc(-c2ccccn2)n1,-7.1%,1.4%,1.0%,1.1%,1.5%,-31.3%,-10.7%
COc1ccc(NC(=O)c2nnn(Cc3cccc(F)c3)c2N)c(OC)c1,4.7%,4.0%,3.3%,2.5%,-11.6%,-0.3%,-6.7%
Cc1cc2ccccc2c(=O)n1CC(=O)NCC(=O)N1CCN(c2cccc(Cl)c2)CC1,-2.3%,7.7%,0.8%,1.9%,0.8%,-59.0%[inhibitor],-3.1%
CCOC(=O)c1sc(NC(=O)c2cc3n(n2)C(C(F)(F)F)CC(c2cccs2)N3)c(C(=O)OCC)c1C (stereo not drawn),-4.0%,-2.1%,-2.0%,10.3%,-5.4%,-12.0%,1.6%
COc1ccc(N2CCN(CCC(N)=O)CC2)cc1,-0.9%,1.1%,-11.1%,9.1%,-4.8%,1.4%,0.2%
C/C(CCc1ccccc1)=N\NC(=O)CC(=O)NCCc1ccccc1,-5.2%,-10.4%,9.9%,-5.5%,-7.5%,.,-19.5%
O=C(CSc1nnc(NC(=O)CN2CCOCC2)s1)Nc1ccccc1,-3.6%,12.4%,8.3%,6.1%,1.3%,-11.5%,7.9%
CCCN(CC1CC1)C(=O)CSc1nnc(-c2ccco2)n1N,-3.5%,-17.9%,11.4%,.,5.9%,?,10.7%
Cc1ccc(N2C(=O)N(CC(=O)Nc3cc(C)cc(C)c3)C(=O)C2C)cc1 (stereo not drawn),1.6%,-1.4%,11.2%,-8.9%[46 µM],-8.2%,-35.5%[inhibitor],-5.4%
CC(C)(C)S(=O)(=O)c1cnc2c(-c3ccc(Cl)cc3)cnn2c1N,-0.7%,2.8%,0.0%,6.5%,5.9%,-21.5%,-2.8%
CCOC(=O)c1nnc2cc(-c3ccccc3)nn2c1C,4.5%,-6.2%,3.3%,1.5%,-0.9%,-17.8%,1.6%
CS(=O)(=O)N1CCC(C(=O)Nc2c(F)cccc2F)CC1,-1.1%,7.5%,5.6%,7.0%,-2.4%,-4.7%,-21.4%
Cc1ccc(Cl)cc1NC(=O)c1ccc(Cn2cc(Cl)cn2)cc1,8.6%,0.8%,-10.8%,?,-2.5%,-16.9%[10 µM],-30.7%
O=C(COc1ccc(Cl)cc1)NCCC1=CCCCC1,-0.8%,9.5%,7.4%,18.5%,0.2%,-3.6%,-5.3%
COc1ccc(N(CC(=O)NCc2ccccn2)S(=O)(=O)c2ccccc2[N+](=O)[O-])c(OC)c1,-0.7%,-1.1%,-12.5%,14.4%[46 µM],10.3%,.,.
CCOc1ccc(C(F)(F)F)cc1NC(=O)COc1ccc(C(F)(F)F)cc1[N+](=O)[O-],-11.6%,9.8%,5.4%,-8.3%,-0.7%,6.8%[10 µM],2.7%
CC(NC(=O)CSc1nc(=O)cc(N)n1-c1ccccc1)c1ccccc1 (stereo not drawn),-6.1%,0.8%,12.3%,-6.6%,2.7%,15.0%[0.074 µM],16.1%
O=C(NC1=NCCS1)c1sc2cc(Cl)cc(Cl)c2c1Cl,-0.4%,0.7%,-2.2%,?,2.8%,5.4%[10 µM],33.6%
O=C(CN(CC1CCCO1)C(=O)CNS(=O)(=O)c1ccc(F)cc1)NCc1ccco1 (stereo not drawn),-0.7%,9.3%,-4.1%,.,-5.8%,9.8%[10 µM],-1.4%[9.22 µM]
COc1ccccc1NC(=S)NC12CN3CN(CN(C3)C1)C2,-20.5%,-2.8%,2.4%,.,-0.5%,10.2%,-17.2%
COC(=O)[C@@]1(Cc2ccc(F)cc2)[C@H]2c3cc(C(=O)N(C)C)n(Cc4ccccc4)c3C[C@H]2CN1C(=O)c1ccccc1,6.8%&7.5%,5.8%[2.36 µM],-4.2%,?,-4.2%,?,?

# Only HTT ATP protect and LMNA splice mod (two entries from above):
SMILES	HTT ATP protect	LMNA splice mod
O=C(NC1=NCCS1)c1sc2cc(Cl)cc(Cl)c2c1Cl	5.4%[10 µM]	?
O=C(CN(CC1CCCO1)C(=O)CNS(=O)(=O)c1ccc(F)cc1)NCc1ccco1 (stereo not drawn)	9.8%[10 µM]	.

# Single values from above:
# `CCOC(=O)c1sc(NC(=O)c2cc3n(n2)C(C(F)(F)F)CC(c2cccs2)N3)c(C(=O)OCC)c1C` (stereo not drawn) | LMNA splice mod = 10.3%
# `Cc1ccc(N2C(=O)N(CC(=O)Nc3cc(C)cc(C)c3)C(=O)C2C)cc1` (stereo not drawn) | CBFb-RUNX1 inh = -1.4%

# Next section.
SMILES,aGlu spleen mod,CBFb-RUNX1 inh,GAA glycogen mod,LMNA splice mod,GAA inhib,HTT ATP protect,HTT aggregate
CCCCCNc1nc2ccccc2nc1NS(=O)(=O)c1cccs1,2.3%,24.6%,1.3%,-16.4%,-6.5%,6.4%,-30.2%
CCCCN(CC)CCNC(=O)CN(C)S(=O)(=O)c1ccc2c(c1)c(=O)n(C)c(=O)n2C,-1.7%,0.0%,12.1%,5.8%[0.0737 µM],4.2%,-2.5%,-7.2%
CCCC(=O)N1CCN(c2ccc(NC(=O)c3cc4ccccc4o3)cc2Cl)CC1,-4.8%,4.8%,1.0%,?,-7.8%,-29.8%[10 µM],11.2µM*
CCC(=O)Nc1nc(C)c(-c2csc(Nc3ccc(S(=O)(=O)Nc4cc(C)on4)cc3)n2)s1,-0.5%,-10.8%,0.0%,9.4%,-6.5%,-21.0%,20.1%[9.22 µM]
COC(=O)CCC(=O)OC1(C)C(=O)C2=CN(CC3CC3)C(c3ccc(OC)cc3)=CC2=C(Br)C1=O (stereo not drawn),-3.2%[17.4 µM],?,-16.9%,3.8%[9.22 µM],.,-38.9%&-25.0%[inhibitor][10 µM],-1.8%[9.22 µM]
Cc1ccc(Cn2c(NC(=O)c3ccco3)nc3ccccc32)cc1,-3.0%,9.4%,-1.8%,9.2%,-13.5%,-46.5%[inhibitor],-12.9%
Cc1ccc(S(=O)(=O)NCCSCc2ccccc2)cc1,3.0%,-1.5%,6.3%,17.3%,-8.5%[15.4 µM],-29.9%,-2.2%
CN=C(Cc1ccccc1)C1=C(O)CC(C)(C)CC1=O,.,8.0%,9.9%,.,-2.7%,-15.9%,-4.8%
CS(=O)(=O)N1CCN(c2ccccc2NC(=S)NC(=O)c2cccs2)CC1,0.3%,-27.6%,2.9%,?,12.8%,-24.2%,6.9%
Cc1nnc(SCCn2c(N3CCCCC3)nc3c2c(=O)[nH]c(=O)n3C)s1,-13.1%,3.7%,6.5%,-3.4%,-6.8%,7.6%[10 µM],-8.7%
Cc1ccc(S(=O)(=O)c2c(C)nn(C(C)(C)C)c2OC(=O)c2ccc(Br)o2)cc1,4.7%,-1.2%,-6.8%,?,-0.6%,?,-16.3%
COc1ccc([N+](=O)[O-])cc1NC(=O)Cc1ccc(Cl)cc1,-0.2%,-5.2%,-5.4%,-15.8%,-5.2%,-13.0%[10 µM],16.6%
